# Runt-CBFb FRET = inhibitors of human RUNX1 Runt domain binding to CBFb; AID 1496; hit rate 0.46% among 220,000; Cerulean-Runt/Venus-CBFb FRET ratio 530/480, 1 h; inhibition, % at 20 µM;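 active = inhibition over about 50% at 20 µM in the single-dose screen, limit read from the data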;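 also: 0% = DMSO wells and 100% = excess unlabeled CBFb competitor control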
# Target sequence (Q01196 whole entry, looked up, the tested form may be a part): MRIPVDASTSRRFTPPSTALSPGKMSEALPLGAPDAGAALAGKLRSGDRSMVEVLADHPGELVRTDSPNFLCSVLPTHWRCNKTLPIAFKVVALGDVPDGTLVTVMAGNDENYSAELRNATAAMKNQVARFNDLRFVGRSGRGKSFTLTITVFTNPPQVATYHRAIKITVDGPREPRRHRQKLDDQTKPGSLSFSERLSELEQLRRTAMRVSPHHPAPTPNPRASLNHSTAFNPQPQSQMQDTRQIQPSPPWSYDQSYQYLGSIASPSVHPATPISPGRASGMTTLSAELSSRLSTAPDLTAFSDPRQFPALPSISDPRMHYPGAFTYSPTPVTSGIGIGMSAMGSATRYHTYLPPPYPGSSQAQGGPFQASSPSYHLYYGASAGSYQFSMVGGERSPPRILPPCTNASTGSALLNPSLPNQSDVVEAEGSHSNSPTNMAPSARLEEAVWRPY
# Target sequence (Q13951 whole entry, looked up, the tested form may be a part): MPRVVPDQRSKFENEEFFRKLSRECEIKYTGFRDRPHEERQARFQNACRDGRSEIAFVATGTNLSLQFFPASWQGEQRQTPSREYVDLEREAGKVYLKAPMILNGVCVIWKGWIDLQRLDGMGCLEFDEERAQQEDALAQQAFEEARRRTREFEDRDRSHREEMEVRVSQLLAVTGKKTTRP
#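 test system = Cerulean-tagged RUNX1 Runt domain (FRET donor) fusion protein | reagent = Venus-CBFb binding partner, 100 nM | incubation = protein complex preformed 1 h, compound exposure 1 h, room temperature, dark | detection = FRET fluorescence | read-out basis = loss of energy transfer signal | controls = 5 µM unlabeled CBFb as full-inhibition high control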
# * marks the source's active call; other numbers are inactive results. An excerpt, so the mix of outcomes need not match the whole.
1. COc1cc(C2c3c(oc4ccccc4c3=O)C(=O)N2CCN2CCOCC2)cc(OC)c1OC (centres undefined)
  Runt-CBFb FRET: -2

2. COc1ccc(CNC(=O)c2cc3c(=O)n4ccccc4nc3n(CC3CCCO3)c2=N)cc1 (centres undefined)
  Runt-CBFb FRET: 86*

3. CCN1CCN(Cc2nc3c(c(=O)n(C)c(=O)n3C)n2CCCc2ccccc2)CC1
  Runt-CBFb FRET: 1

4. CC(C)C(=O)N1CCC2(CC1)Oc1ccc(Cl)cc1C(=O)C21CC(c2ccccc2)=NO1 (centres undefined)
  Runt-CBFb FRET: -3

5. COc1ccc(CCC(=O)O)c(O)c1
  Runt-CBFb FRET: 0

6. Cc1ccc(-c2nsc3c(N4CCN(C(=O)c5ccco5)CC4)ncnc23)cc1
  Runt-CBFb FRET: -12

7. O=C(NCCc1ccc(Cl)cc1)c1cnc2n(c1=O)CCS2
  Runt-CBFb FRET: 2

8. CC(C)Oc1ccc(C2CNC(=O)C2)cc1 (centres undefined)
  Runt-CBFb FRET: 2

9. COc1cc(NC(=O)c2ccno2)cc(C(=O)Nc2cccc(C(F)(F)F)c2)c1
  Runt-CBFb FRET: -1

10. CCC1=C(OC(=O)N(CC)CC)N2C(=O)OC(=NCC3CC3)[C@]2(Cc2ccccc2)[C@H]2C1=CC[C@H]1C(=O)N(c3ccccc3)C(=O)[C@H]12
  Runt-CBFb FRET: -6

11. COc1cc(OC)c2ccc(=O)oc2c1C(CC(=O)N1CCN(c2ccccc2)CC1)c1ccc2c(c1)OCO2 (centres undefined)
  Runt-CBFb FRET: 1

12. C#CCOCCOCCOCCNc1nc(N2CCN(C(=O)[C@H]([C@@H](C)CC)n3cc([C@@H](N)CC(C)C)nn3)CC2)nc(N2CCN(C(=O)[C@H](Cc3cc4ccccc4[nH]3)n3cc([C@@H](N)CC(C)C)nn3)CC2)n1
  Runt-CBFb FRET: 4

13. CCCCCC(=O)Nc1cccc(C2=NOC3(C2)C[C@@H](C(N)=O)N(C(=O)CC(c2ccccc2)c2ccccc2)C3)c1 (some centres undefined)
  Runt-CBFb FRET: -10

14. COc1ccc(CNS(=O)(=O)c2ccccc2Br)cc1
  Runt-CBFb FRET: 0

15. CCc1nnc(NC(=O)c2c(O)c3cccc4c3n(c2=O)CC4)s1
  Runt-CBFb FRET: 2

16. Cc1ccc(C(=O)CSc2nc3ccc(C(=O)NCCN4CCCCC4)cc3c(=O)[nH]2)cc1
  Runt-CBFb FRET: 1

17. NC(=O)COC(=O)C(Cc1ccccc1)NS(=O)(=O)c1ccccc1F (centres undefined)
  Runt-CBFb FRET: 1

18. CC1(c2nnc(-c3ccccc3)o2)CC(c2ccncc2)=NO1 (centres undefined)
  Runt-CBFb FRET: 3

19. COc1cc(OC)c2ccc(=O)oc2c1C(CCN1CCCC(C)C1)c1ccc2c(c1)OCO2 (centres undefined)
  Runt-CBFb FRET: -1

20. O=C(c1cccs1)N1CCN(Cc2cccnc2)CC1
  Runt-CBFb FRET: 1

21. COc1cccc(C(=O)Nc2cc(C)c3c(=O)oc4ccccc4c3n2)c1
  Runt-CBFb FRET: -4

22. O=c1c2cc(N3CCOCC3)ccc2[nH]c(=S)n1Cc1ccco1
  Runt-CBFb FRET: 24

23. Cc1onc(-c2ccccc2Cl)c1C(=O)N1CCN(c2cccc(Cl)c2)CC1
  Runt-CBFb FRET: -4

24. CCN(CC)CCC(c1cc(OC)c(OC)c(OC)c1)c1c(O)cc(OC)cc1OC (centres undefined)
  Runt-CBFb FRET: 1

25. COc1ccc(OC)c(N=c2oc3c(OC)cccc3cc2C(=O)NCc2ccco2)c1
  Runt-CBFb FRET: -9

# Values by screen from the entries so far.
# Compounds 2–7 in Runt-CBFb FRET: 86*, 1, -3, 0, -12, 2

# Back to the main list with the 3 entries that preceded the break.
23. Cc1onc(-c2ccccc2Cl)c1C(=O)N1CCN(c2cccc(Cl)c2)CC1
  Runt-CBFb FRET: -4

24. CCN(CC)CCC(c1cc(OC)c(OC)c(OC)c1)c1c(O)cc(OC)cc1OC (centres undefined)
  Runt-CBFb FRET: 1

25. COc1ccc(OC)c(N=c2oc3c(OC)cccc3cc2C(=O)NCc2ccco2)c1
  Runt-CBFb FRET: -9

26. C[C@@]12CCC=C[C@H]1[C@H](c1ccc(C(F)(F)F)cc1)N(Cc1ccccc1)C2=O
  Runt-CBFb FRET: -6

27. CC(C)(C)CN1C(=O)C(=O)NC[C@H]1Cc1ccc(O)cc1
  Runt-CBFb FRET: 3

28. O=C(Nc1ccc(C2CCCCC2)cc1)C1CCN(c2ncccn2)CC1
  Runt-CBFb FRET: -2

29. COc1cccc(C(N)CC(=O)O)c1 (centres undefined)
  Runt-CBFb FRET: -1

30. Cc1cccc(CN2C[C@]34CC[C@@H](C[C@@H]3S2(=O)=O)O4)c1
  Runt-CBFb FRET: 2

31. CCc1cccc(N(C)C(N)=Nc2cccc3ccccc23)c1
  Runt-CBFb FRET: 1

32. COc1cc(NC(=O)c2cc(C)on2)cc(C(=O)Nc2cccc(C(F)(F)F)c2)c1
  Runt-CBFb FRET: -2

33. CC(C)[C@@H](CO)NC(=O)c1ccc2c3n(nc2c1)-c1ccc(Cl)cc1CO3
  Runt-CBFb FRET: 0

34. Cc1ccnc(NC(=O)CCC(=O)N(CC(=O)NC2CCCCC2)Cc2ccc3c(c2)OCO3)c1
  Runt-CBFb FRET: -2

35. CCCNC(=O)c1ccc2c(=O)c(O)c(-c3ccc(Cl)c([N+](=O)[O-])c3)[nH]c2c1
  Runt-CBFb FRET: 1

36. O=C(NC1CC1)C1=C[C@H](C2CCCCC2)C[C@H](OCCCCO)O1
  Runt-CBFb FRET: -2

37. CNC(=O)c1nnc(Cc2ccc(F)cc2)o1
  Runt-CBFb FRET: 1

38. Cc1cc(NC(=O)CSc2ncnc3sc4c(c23)CCC(C)C4)no1 (centres undefined)
  Runt-CBFb FRET: -1

39. O=C(c1ccc2c3n(nc2c1)-c1ccccc1CO3)N1CCCCC1
  Runt-CBFb FRET: 2

40. CCN1CCN(Cc2ccc(NC(=O)c3cc(NC(=O)c4ccno4)cc(OC)c3)cc2C(F)(F)F)CC1
  Runt-CBFb FRET: 0

41. NC(=O)CC(NC(=O)c1ccc(Br)cc1)c1ccc(NCc2ccc(F)c(F)c2)c([N+](=O)[O-])c1 (centres undefined)
  Runt-CBFb FRET: -2

42. COc1ccc([C@@]2(O)c3c(ccc(CC=C(C)C)c3O)NC(=O)[C@@H]2OC)cc1
  Runt-CBFb FRET: -1

43. CN1C(C(=O)NCc2cccc(C(F)(F)F)c2)CC2Cn3c(nc4ccccc43)C21 (centres undefined)
  Runt-CBFb FRET: -1

44. C/C=C\C(=O)Nc1cccc(C2=NOC3(C2)C[C@@H](C(N)=O)N(C(=O)c2ccc(Cl)cc2)C3)c1 (some centres undefined)
  Runt-CBFb FRET: 2

45. C=CCN1C=C2C(=O)C(C)(OC(=O)CCC(=O)OC)C(=O)C=C2C=C1C1CC1 (centres undefined)
  Runt-CBFb FRET: 3

46. Cc1nc2sc(C(c3ccccc3)N3CCN(C)CC3)c(O)n2n1 (centres undefined)
  Runt-CBFb FRET: 3

47. COc1cc(O)c(C(CC(=O)N2CCCC2)c2ccc(N(C)C)cc2)c(OC)c1 (centres undefined)
  Runt-CBFb FRET: 3

48. COCCCN1Cc2cccc(C(=O)O)c2C1=O
  Runt-CBFb FRET: 2

49. NC(=O)CC(NC(=O)Cc1cccc2ccccc12)c1ccc(N2CCN(c3ccccc3)CC2)c([N+](=O)[O-])c1 (centres undefined)
  Runt-CBFb FRET: -3

50. C#CCOCCOCCOCCNc1nc(N2CCN(C(=O)[C@H]([C@@H](C)CC)n3cc([C@@H](N)CO)nn3)CC2)nc(N2CCN(C(=O)[C@H](Cc3cc4ccccc4[nH]3)n3cc([C@@H](N)Cc4ccc(O)cc4)nn3)CC2)n1
  Runt-CBFb FRET: 6

# Of the compounds above, these contain a thiophene ring, fused or not.
20. O=C(c1cccs1)N1CCN(Cc2cccnc2)CC1
  Runt-CBFb FRET: 1

38. Cc1cc(NC(=O)CSc2ncnc3sc4c(c23)CCC(C)C4)no1 (centres undefined)
  Runt-CBFb FRET: -1

# Going on with the list:
51. COc1ccc(-c2cc(C(=O)Nc3cc(OC)cc(C(=O)Nc4cccc(C(F)(F)F)c4)c3)[nH]n2)cc1
  Runt-CBFb FRET: -2

52. CCC1=C(OC(=O)N(CC)CC)N2C(=O)OC(=NCc3ccccc3)[C@]2(C)[C@H]2C1=CC[C@H]1C(=O)N(c3ccccc3)C(=O)[C@H]12
  Runt-CBFb FRET: -2

53. CCN1C(=S)SC(=O)C1=C1C=C(C)N(CCOC)C(C)=C1
  Runt-CBFb FRET: 8

54. COc1cc(OC)c2ccc(=O)oc2c1C(CCN1CCCCC1)c1ccc(N(C)C)cc1 (centres undefined)
  Runt-CBFb FRET: 2

55. CCC1CCCCN1Cc1nc2c(c(=O)n(C)c(=O)n2C)n1CC(C)C (centres undefined)
  Runt-CBFb FRET: -2

56. CCCC[C@@H]1CNC(=O)C(=O)N1CCc1cc(C(F)(F)F)cc(C(F)(F)F)c1
  Runt-CBFb FRET: -8

57. Cc1ccc(-n2c3c(cc(C(=O)NCCCN4CCOCC4)c2=O)C(=O)CC(C)(C)C3)cc1
  Runt-CBFb FRET: 0

58. COc1cc(O)c(CC=C(C)C)c(O)c1C(=O)CCc1ccc(O)cc1
  Runt-CBFb FRET: -1

59. Cn1c(=O)c2c(nc(SCc3cc4c(cc3Cl)OCO4)n2C)n(C)c1=O
  Runt-CBFb FRET: -2

60. COC(=O)CN=C1OC(=O)N2C(=O)C3=C4[C@@H](C[C@H]5C(=O)N(c6ccccc6)C(=O)[C@H]5[C@H]4[C@@]12Cc1ccccc1)[C@H]1C(=O)N(c2ccccc2)C(=O)[C@H]1[C@H]3C
  Runt-CBFb FRET: -5

61. O=c1c(OC2OC(CO)C(O)C(O)C2OC2OC(CO)C(O)C(O)C2O)c(-c2ccc(O)cc2)oc2cc(O)cc(O)c12 (centres undefined)
  Runt-CBFb FRET: 0

62. NCCNC(=O)Cc1cccc(NC(=O)Cc2ccc(Nc3ncnc4c3ncn4[C@@H]3O[C@H](CO)[C@@H](O)[C@H]3O)cc2)c1
  Runt-CBFb FRET: 0

63. Cc1ccc2c(c1)COc1c3ccc(C(=O)N4CCCCC4)cc3nn1-2
  Runt-CBFb FRET: 1

64. COc1ccc(C2=CC3=C(Br)C(=O)C(C)(OC(=O)c4ccco4)C(=O)C3=CO2)cc1 (centres undefined)
  Runt-CBFb FRET: 5

65. Cc1nc(N2CCN(C(=O)c3ccco3)CC2)c2oc3ccccc3c2n1
  Runt-CBFb FRET: -1

66. Cc1ccccc1-n1nc(C)c2cc(C(=O)N3CCN(S(=O)(=O)c4ccccc4)CC3)sc21
  Runt-CBFb FRET: 0

67. CC1CN(c2cc(=O)n(-c3cccc(Br)c3)c(=O)[nH]2)CC(C)O1 (centres undefined)
  Runt-CBFb FRET: 1

68. COC(=O)[C@@H]1C[C@@]2(O)[C@H](O)[C@H](O)[C@H](O)C[C@H]2N1Cc1ccc(C)s1
  Runt-CBFb FRET: 0

69. Cc1ccccc1C(=O)Nc1ccc(O)c2c(=O)cc(-c3ccccc3Cl)oc12
  Runt-CBFb FRET: 1

70. COc1ccc(S(=O)(=O)N2CCN(C(=O)c3cccs3)CC2)cc1OC
  Runt-CBFb FRET: -2

71. CCN1CCN(Cc2ccc(NC(=O)c3ccc(C)c(NC(=O)c4nccnc4N)c3)cc2C(F)(F)F)CC1
  Runt-CBFb FRET: 3

72. COC(=O)/C=C/c1ccccc1S(=O)(=O)N(Cc1ccccc1)Cc1ccco1
  Runt-CBFb FRET: -3

73. CCOC(=O)c1sc(NC(=O)c2cc3c(C)nn(-c4ccccc4)c3s2)nc1C
  Runt-CBFb FRET: -2

74. c1ccc2nc3c(nc2c1)sc1nc2ccccc2n13
  Runt-CBFb FRET: 2

# Quoted from the listing.
# For Runt-CBFb FRET, cpd 72 shows -3
# For Runt-CBFb FRET, cpd 57 shows 0
# For Runt-CBFb FRET, cpd 56 shows -8

# Bioassay records deposited in PubChem BioAssay by Sanford-Burnham Center for Chemical Genomics.
